# MIN6 prolif: induces beta-cell replication in MIN6 cells; MIN6 cells proliferation, ATPlite luminescence, 48 h; cells starved in 0.2% serum; 100% = growth in 10% serum; proliferation, % at 10 µM; 330,000 tested, 0.29% active; AID 2380;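 active = compounds whose signal lies at least 3.5 SD above the mean of all wells on their plate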;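 note: 0% = DMSO-treated cells in low-serum medium and 100% = 10% serum control; some compounds called inactive have numbers as strong as hits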
# ATG4B inhibitor: blocks human ATG4B protease cleavage of LC3 substrate. inhibition, % at 8.33 µM. 340,000 tested, 0.51% active. ATG4B cleavage of LC3-PLA2, NBD-HPC fluorescence, 1 h. AID 504462. Q9Y4P1; in the data active = inhibition above about 40%
# Target sequence (Q9Y4P1 whole entry, looked up): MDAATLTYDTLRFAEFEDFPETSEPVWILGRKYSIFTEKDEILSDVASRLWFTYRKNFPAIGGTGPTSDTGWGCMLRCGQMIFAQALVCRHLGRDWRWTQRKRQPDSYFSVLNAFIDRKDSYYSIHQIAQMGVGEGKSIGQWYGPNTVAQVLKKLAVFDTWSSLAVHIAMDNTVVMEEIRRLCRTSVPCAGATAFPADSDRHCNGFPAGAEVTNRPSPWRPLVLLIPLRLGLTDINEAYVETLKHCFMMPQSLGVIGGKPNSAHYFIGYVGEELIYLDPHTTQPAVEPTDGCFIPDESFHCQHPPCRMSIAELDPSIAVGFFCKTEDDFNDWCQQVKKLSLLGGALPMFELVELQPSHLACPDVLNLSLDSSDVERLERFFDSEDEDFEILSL
# mIAP inh: blocks mouse intestinal alkaline phosphatase. inhibition, % at 10 µM. 330,000 tested, 0.2% active. purified mouse IAP, CDP-Star luminescence, 30 min;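 active = inhibition of at least 40% at 10 µM in the primary screen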;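 note: plate controls were DMSO with enzyme for no effect and no enzyme wells for full effect; values of inactives mirror those of a sister screen read the other way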
# mIAP activ: mouse IAP activation; muIAP, CDP-Star luminescence, 30 min; stronger effect = higher value; 1 = vehicle-only enzyme signal, 0 = enzyme-free wells; activation factor at 10 µM; 330,000 tested, 0.24% active; AID 2805;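 active = activation factor of at least 2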; note: the source names both 10 and 20 µM as test concentration; values of inactives mirror those of a sister screen read the other way
#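 also added = chemiluminescent substrate CDP-Star | test system = mouse IAP enzyme | signal = chemiluminescence readout | compound = DMSO-dissolved test compounds | incubation = 30 min at room temperature | benchmarks = DMSO wells, no-enzyme wells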
# MPTP inh: blocks calcium-induced mitochondrial swelling; isolated mouse mitochondria, Ca2+ swelling absorbance, 30 min; inhibition, % at 10 µM; 360,000 tested, 1.4% active;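 active = inhibition of 50% or more, scaled per plate between neutral and stimulator controls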;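 note: 0% = DMSO wells given calcium and 100% = 1 mM EGTA wells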
# hIAP block: blocks human intestinal alkaline phosphatase; inhibition, % at 10 µM; purified IAP, CDP-Star luminescence, 30 min; AID 2544; 330,000 tested, 0.12% active;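 active = inhibition reaching a set limit with compound at 10 µM in the primary screen, cut at about 35% in these data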;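 note: plate controls were DMSO wells with enzyme for no effect and no-enzyme buffer wells for full effect; values of inactives mirror those of a sister screen read the other way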
# A3G deaminase: inhibitors of human APOBEC3G DNA deaminase; Q9HC16; recombinant A3G, ssDNA deamination FAM/TAMRA fluorescence; inhibition, % at 20 µM; 330,000 tested, 0.28% active;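 active = inhibition of at least 40% at 20 µM, with no more than 30% in the related APOBEC3A deaminase screen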;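 note: plate controls were DMSO wells with A3G for no effect and wells lacking A3G enzyme for full effect; some compounds called inactive have numbers as strong as hits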
# Target sequence (Q9HC16 whole entry, looked up): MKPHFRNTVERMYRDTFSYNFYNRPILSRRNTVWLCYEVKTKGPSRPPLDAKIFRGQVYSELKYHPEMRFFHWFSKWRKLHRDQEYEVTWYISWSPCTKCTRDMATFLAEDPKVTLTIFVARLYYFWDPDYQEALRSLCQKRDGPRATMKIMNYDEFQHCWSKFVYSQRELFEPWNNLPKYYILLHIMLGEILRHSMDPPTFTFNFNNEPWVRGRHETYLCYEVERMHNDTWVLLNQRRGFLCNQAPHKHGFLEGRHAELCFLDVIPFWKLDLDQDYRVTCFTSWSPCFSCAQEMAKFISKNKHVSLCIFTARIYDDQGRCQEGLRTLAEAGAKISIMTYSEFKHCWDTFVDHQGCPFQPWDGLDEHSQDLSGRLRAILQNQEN
# hIAP activ: increases human intestinal alkaline phosphatase activity; P09923; purified human IAP, CDP-Star luminescence, 30 min; stronger effect = higher value; 1 = vehicle-only enzyme, 0 = enzyme-free background; activation factor at 10 µM; 330,000 tested, 0.16% active; AID 2524;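 active = activation factor of the enzyme at least 2-fold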; note: the source names both 10 and 20 µM as test concentration; values of inactives mirror those of a sister screen read the other way
# A3A deaminase: human APOBEC3A DNA deaminase inhibition. P31941. recombinant A3A, FAM/TAMRA ssDNA deamination fluorescence. inhibition, % at 20 µM. 330,000 tested, 0.41% active. AID 493011;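 active = at least 40% inhibition at 20 µM here, with at most 30% in a related deaminase screen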;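 note: plate controls were A3A with DMSO for no effect and wells lacking A3A enzyme for full effect; some results filed as inactive read as strong as hits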
# Target sequence (P31941 whole entry, looked up): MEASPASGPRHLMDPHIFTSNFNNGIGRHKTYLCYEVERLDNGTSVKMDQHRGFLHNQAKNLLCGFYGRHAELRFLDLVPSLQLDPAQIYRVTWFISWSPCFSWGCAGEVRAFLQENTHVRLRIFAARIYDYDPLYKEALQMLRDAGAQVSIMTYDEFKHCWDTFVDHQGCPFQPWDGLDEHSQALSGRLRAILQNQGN
# Active calls of the source: *.
SMILES,MIN6 prolif,ATG4B inhibitor,mIAP inh,mIAP activ,MPTP inh,hIAP block,A3G deaminase,hIAP activ,A3A deaminase
O=c1cc(N2CCOCC2)[nH]c(=O)n1-c1ccc(Br)cc1,1,-2,8,0.92,-1.0,-22,-5,1.2,-3
COc1cc(C2OCC3C(c4cc(OC)c(OC)c(OC)c4)OCC23)cc(OC)c1OC (stereo not drawn),-5,-15,8,0.92,1.1,9,-1,0.91,0
O=C1Nc2ccccc2C12Nc1ccccc1-c1nc3ccccc3n12 (stereo not drawn),0,1,-1,1,-0.8,-2,-8,1,-3
CCc1cccc(OCC(=O)Nc2ccc(S(=O)(=O)N3CCCC3)cc2)c1,-4,-14,0,1,1.2,-23,-8,1.2,-1
O=C(O)CCC(=O)N1CCC(C(=O)c2cccc(Cl)c2)CC1,-1,4,4,0.96,-1.6,6,-4,0.94,1
O=C(Cc1nn[nH]n1)Nc1ccc(F)cc1F,2,3,-2,1,0.2,14,-4,0.86,-1
CC(C1CC1)N(Cc1ccccc1)C(=O)NC(=O)c1ccc(F)cc1 (stereo not drawn),-2,3,-10,1.1,0.6,-24,-7,1.2,-8
COC(=O)c1sc(NC(=O)CSc2nnnn2-c2ccc(C)cc2C)nc1C,-3,-12,4,0.96,-4.2,-16,-4,1.2,-3
COc1cc(/C=C/C(=O)OCC(=O)N2CC(=O)Nc3ccccc32)ccc1O,-3,-7,-4,1,1.8,-27,-6,1.3,-1
CCOc1ccc2nc(NC(=O)C3=NN(c4ccccc4)C(=O)CC3)sc2c1,-3,-4,-9,1.1,0.2,0,-1,1,-3
Cc1cc(/C=C\c2nc(O)c([N+](=O)[O-])c(=O)[nH]2)c(C)n1-c1ccccc1,-4,8,16,0.84,1.3,19,16,0.81,21
Cc1oc(-c2cccc(F)c2)nc1CN1CCCCC1CCn1cccn1 (stereo not drawn),1,0,-7,1.1,1.1,6,20,0.94,1
Cc1ccc(S(=O)(=O)N2CCN(c3cnn(C)c(=O)c3Cl)CC2)cc1,-1,-5,6,0.94,-1.3,4,-5,0.96,-2
N=c1sccn1CC(=O)N1N=C(c2ccc(Cl)cc2)CC1c1ccco1 (stereo not drawn),-2,2,7,0.93,0.8,7,1,0.93,-1
COC(=O)c1sccc1NC(=O)Nc1cc(C)ccc1C,1,-11,1,0.99,3.2,-8,-5,1.1,1
Cc1ccc(SCC(=O)OCC(=O)N(C)C2CCS(=O)(=O)C2)cc1C (stereo not drawn),2,6,11,0.89,-0.9,18,-8,0.81,-5
CC(=O)c1ccc(NC(=O)[C@@H]2CCCN2C(=O)OC(C)(C)C)cc1,1,2,9,0.91,-0.7,11,-8,0.89,-3
COc1cccc(C(=O)Nc2cc3c(cc2Br)OCCCO3)c1,0,11,2,0.98,-0.7,3,-8,0.97,-4
COc1ccc(C(=O)NCc2c(C)nn(Cc3ccccc3)c2C)cc1S(=O)(=O)N1CCOCC1,-2,6,1,0.99,-0.4,-12,-1,1.1,3
CCSc1nc2ccccc2n1CC(=O)N1CCOCC1,-1,-8,-1,1,0.6,-13,-6,1.1,-3
CCOc1ccc(CNc2ccc3c(c2)nc(C)n3C)cc1,2,-1,-5,1.1,0.2,-14,-2,1.1,-1
Cc1ccccc1-c1cc(C(=O)NCC2CC2)nn1CC1CC(c2cccc([N+](=O)[O-])c2)=NO1 (stereo not drawn),-4,1,5,0.95,1.6,3,-5,0.97,-4
O=C(CC1SC(N2CCOCC2)=NC1=O)Nc1ccc(F)cc1 (stereo not drawn),2,2,-4,1,1.2,-1,-1,1,-1
CN(CC(=O)NC(=O)Nc1ccccc1F)Cc1ccccc1,-4,9,6,0.94,-1.2,15,-5,0.85,-3
Cc1ccc(N2CC(C(=O)OCC(=O)Nc3ccc(F)cc3F)CC2=O)cc1 (stereo not drawn),5,2,2,0.98,0.3,-5,-6,1,-1

# Further results follow.
SMILES,MIN6 prolif,ATG4B inhibitor,mIAP inh,mIAP activ,MPTP inh,hIAP block,A3G deaminase,hIAP activ,A3A deaminase
O=C(NCc1ccc2c(c1)OCO2)c1ccc(CSCc2cccc(Cl)c2)o1,-3,-5,-8,1.1,2.6,0,-2,1,1
O=C(O)CSCCOc1ccc(OCCSCC(=O)O)cc1,-1,-7,5,0.95,0.3,-10,1,1.1,0
Nc1nc(-c2ccc([N+](=O)[O-])cc2)cs1,0,8,10,0.9,1.0,-4,-6,1,3
CC(C)(C)c1ccc(C(=O)NNC(=O)Cc2ccccc2)cc1,0,-5,-1,1,1.5,5,4,0.95,4
COc1ccc(-c2cc(-c3n[nH]c(=S)n3-c3ccccc3Cl)[nH]n2)cc1,0,-3,3,0.97,-1.3,1,-5,0.99,-3
COCc1c(C(=O)N2CCN(c3ncccn3)CC2)oc2ccccc12,2,-4,-4,1,0.7,20,-4,0.8,0
Cn1c(=O)c2c(nc(N3CCCCCC3)n2CC(O)COc2ccc(Cl)cc2)n(C)c1=O (stereo not drawn),-3,-4,7,0.93,1.9,-22,-2,1.2,4
O=C(c1ccccc1Br)N1CCCC(c2nc(-c3cccs3)no2)C1 (stereo not drawn),-3,-4,6,0.94,0.3,10,15,0.9,-1
Cc1ccc(NC(=O)CSc2nc(N)cc(=O)[nH]2)cc1Cl,-1,-2,10,0.9,1.7,1,3,0.99,7
CC1CCc2c(C(=O)Nc3cccc(-c4nn[nH]n4)c3)csc2C1 (stereo not drawn),0,-8,11,0.89,0.6,-1,-8,1,-2
Cc1cnn(Cc2cccnc2)c1N,-2,1,9,0.91,0.7,2,-6,0.98,-4
CCOC(=O)c1oc2nc(CC(C)C)c3c(c2c1N)CCCC3,-2,8,-7,1.1,4.6,-8,-2,1.1,-3
CCOc1ccccc1NC(=O)COC(=O)COc1c(Cl)cc(Cl)c2ccc(C)nc12,-1,5,7,0.93,1.9,13,-5,0.87,-1
O=C(CSc1n[nH]c(=O)n1Cc1ccco1)Nc1ccccc1Cl,-1,4,-6,1.1,1.6,-2,-9,1,-2
CS(=O)(=O)c1ccc2nc(NC(=O)c3ccccc3Cl)sc2c1,-2,0,7,0.93,2.9,-14,-7,1.1,-5
COc1cccc(/C(O)=C2/C(=O)C(=O)N(Cc3cccnc3)C2c2ccco2)c1 (stereo not drawn),-2,-14,-5,1,0.4,7,3,0.93,9
Cc1c(C(=O)OC2CCCCC2)sc2nc[nH]c(=O)c12,2,-16,4,0.96,-1.1,12,-6,0.88,-3
O=C(N/N=C/c1ccccn1)c1cccnc1,-1,-6,1,0.99,-0.4,-37,0,1.4,1
Nc1ccc(C(=O)N/N=C/c2cn(Cc3ccccc3)c3ccccc23)cc1,7,7,-15,1.1,-0.1,16,-9,0.84,0
CCOC(=O)C1=C(C)NC(C)=C(C(=O)OCC)C1c1cccs1,0,-6,-3,1,1.2,4,-7,0.96,-4
CCCCOC(=O)/C(=C/C=C/c1ccccc1)NC(=O)c1ccccc1,-3,1,9,0.91,-1.0,12,-2,0.88,1
Cc1cccc(-c2nnc(SCc3cc(=O)[nH]c4ccccc34)n2C)c1,-1,7,14,0.86,1.7,4,-3,0.96,1
CCN(CC)S(=O)(=O)c1ccc(NC(=O)CCN2C(=O)C3CC=CCC3C2=O)cc1 (stereo not drawn),3,-11,-5,1,-2.7,-5,-5,1,3
CC1(c2ccccc2)NC(=O)N(CCOc2ccccc2)C1=O (stereo not drawn),-1,6,-1,1,-0.3,12,-4,0.88,2
CCSc1ccccc1C(=O)n1nnc2ccccc21,-2,4,-1,1,-1.4,13,0,0.87,4

# Exported as tab-separated lines: part of the list above
SMILES	MIN6 prolif	ATG4B inhibitor	mIAP inh	mIAP activ	MPTP inh	hIAP block	A3G deaminase	hIAP activ	A3A deaminase
COCc1c(C(=O)N2CCN(c3ncccn3)CC2)oc2ccccc12	2	-4	-4	1	0.7	20	-4	0.8	0
Cn1c(=O)c2c(nc(N3CCCCCC3)n2CC(O)COc2ccc(Cl)cc2)n(C)c1=O (stereo not drawn)	-3	-4	7	0.93	1.9	-22	-2	1.2	4

# Additional compounds
SMILES,MIN6 prolif,ATG4B inhibitor,mIAP inh,mIAP activ,MPTP inh,hIAP block,A3G deaminase,hIAP activ,A3A deaminase
Cc1cc(COc2ccccc2OCc2cc(C)no2)on1,1,-12,3,0.97,-0.1,10,-4,0.9,-2
CCOC(=O)N1CCN(c2ccc(C(=O)c3ccccc3)cc2F)CC1,0,-1,10,0.9,-0.9,18,-9,0.82,-21
COC(=O)N1N=C(c2ccc(Br)cc2)CC1(O)C(F)(F)F (stereo not drawn),-2,2,6,0.94,0.6,-12,-1,1.1,1
COC(=O)CCC(C)N1CCC(Oc2ccc(C(=O)NCc3ccccn3)cc2)CC1 (stereo not drawn),6,-3,-2,1,0.7,-18,-5,1.2,-2
Cc1c(NC(=O)Nc2ccccc2[N+](=O)[O-])c(=O)n(-c2ccccc2)n1C,-4,-5,-4,1,-1.3,-9,-4,1.1,5
CC(C)(C(N)=O)c1ccccc1,3,-3,-3,1,1.0,2,-6,0.98,-1
COc1ccccc1C(=O)N/C(=C\c1cn(C)c2ccccc12)C(=O)N1CCOCC1,4,-7,0,1,0.1,13,-7,0.87,-7

# One compound at a time, from the list above. Order of values: MIN6 prolif, ATG4B inhibitor, mIAP inh, mIAP activ, MPTP inh, hIAP block, A3G deaminase, hIAP activ, A3A deaminase
# Cc1c(NC(=O)Nc2ccccc2[N+](=O)[O-])c(=O)n(-c2ccccc2)n1C is listed with -4, -5, -4, 1, -1.3, -9, -4, 1.1, 5
# CCOC(=O)N1CCN(c2ccc(C(=O)c3ccccc3)cc2F)CC1 is listed with 0, -1, 10, 0.9, -0.9, 18, -9, 0.82, -21

# Ordered by value in mIAP inh (lowest first): some entries from above
Compound | mIAP inh
CC(C)(C(N)=O)c1ccccc1 | -3
Cc1cc(COc2ccccc2OCc2cc(C)no2)on1 | 3
COC(=O)N1N=C(c2ccc(Br)cc2)CC1(O)C(F)(F)F (stereo not drawn) | 6
CCOC(=O)N1CCN(c2ccc(C(=O)c3ccccc3)cc2F)CC1 | 10

# Not a hit list (roughly 3.3% active in at least one column).
